# Screening data (PubChem BioAssay)
# CD11b adhes enh = increases human CD11b/CD18 adhesion to fibrinogen; P05107+P11215; K562 CD11b/CD18 adhesion to fibrinogen, ATPlite luminescence; activation, % at 10 µM; actives 0.07% (n = 93,000);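 active means 10 µM primary screen giving 50% or more activity, confirmed by 40% or more on retest at that dose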; further: strong numbers were not always called active; reference of the scale not given here
# Target sequence (P05107 whole entry, looked up, other chains not shown): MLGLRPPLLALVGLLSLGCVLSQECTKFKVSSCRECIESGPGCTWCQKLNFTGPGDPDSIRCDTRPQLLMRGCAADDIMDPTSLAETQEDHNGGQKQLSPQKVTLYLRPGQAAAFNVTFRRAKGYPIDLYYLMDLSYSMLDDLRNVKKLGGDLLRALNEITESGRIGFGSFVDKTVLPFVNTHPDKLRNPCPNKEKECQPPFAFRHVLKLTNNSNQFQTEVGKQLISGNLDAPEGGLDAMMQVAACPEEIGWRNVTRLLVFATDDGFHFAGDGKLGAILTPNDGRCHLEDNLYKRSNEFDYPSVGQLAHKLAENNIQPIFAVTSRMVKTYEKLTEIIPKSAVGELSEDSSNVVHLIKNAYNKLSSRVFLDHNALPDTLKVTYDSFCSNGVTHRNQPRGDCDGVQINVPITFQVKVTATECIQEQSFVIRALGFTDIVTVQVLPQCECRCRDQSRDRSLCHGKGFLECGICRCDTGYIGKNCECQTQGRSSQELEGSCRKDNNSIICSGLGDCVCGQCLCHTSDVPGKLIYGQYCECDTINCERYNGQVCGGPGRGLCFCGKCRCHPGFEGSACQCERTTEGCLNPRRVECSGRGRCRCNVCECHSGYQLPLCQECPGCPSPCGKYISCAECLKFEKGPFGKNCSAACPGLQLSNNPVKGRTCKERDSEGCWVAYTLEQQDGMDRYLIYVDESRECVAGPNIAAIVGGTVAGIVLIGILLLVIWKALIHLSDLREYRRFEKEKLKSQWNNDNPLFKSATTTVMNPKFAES
# Mac1 fbg inh = blocks human CD11b/CD18 adhesion to fibrinogen | inhibition, % at 10 µM | K562 CD11b/CD18 adhesion to fibrinogen, ATPlite luminescence; Mn2+ added to activate the integrin | P05107+P11215 | actives 0.54% (n = 93,000) | AID 1497;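 active means primary inhibition of 50% or more at 10 µM, then 40% or more on retest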; further: some results filed as inactive read as strong as hits
# The depositor's hits bear a star. The list is partial; count on the stated rates, not on these rows.
mol	Mac1 fbg inh	CD11b adhes enh
Cc1c(Br)c([N+](=O)[O-])nn1CC(=O)Nc1sc2c(c1C(=O)OC(C)C)CCC(C)C2 (centres undefined)	-9.3	10.3
COc1ccc(C2(CNC(=O)c3ccc(OCC(C)C)cc3)CCOCC2)cc1	-10.5	-2.0
COc1ccc(C(CC(=O)O)NC(=O)c2sc3ccccc3c2Cl)cc1 (centres undefined)	47.1	-0.9
C/C(=N/NC(=S)Nc1ccccc1)c1ccc2c(c1)OCO2	-12.7	3.2
Cc1ccc2nc(SCC(=O)Nc3ccc(C)c([N+](=O)[O-])c3)[nH]c2c1	10.2	-2.0
O=C(NCc1nnc(SCc2ccc(F)cc2)n1-c1ccc(F)cc1)C12CC3CC(CC(C3)C1)C2	10.9	5.7
CCN(CC)c1ccc(/C=N/NS(=O)(=O)c2cccc([N+](=O)[O-])c2)cc1	3.1	3.8
CCCCCC[n+]1c(-c2ccc(Cl)cc2Cl)csc1Nc1ccccc1	-2.4	-3.9
COc1cccc(-c2nc(Oc3cccc(C)c3C)c3ccccc3n2)c1O	-11.6	-4.0
COc1cc2c(cc1OC)CN(Cc1cc(=O)oc3c(C)c(C)ccc13)CC2	9.0	-1.3
CC1CCCC(NC(=O)COC(=O)CN2C(=O)C3CCCCC3C2=O)C1C (centres undefined)	5.3	1.3
CCc1ccc(C2NC(=S)NC3=C2C(=O)CCC3)cc1 (centres undefined)	-22.1	1.1
CCOc1ccc(CSCCNC(=S)Nc2ccccc2)cc1	22.9	1.8
COC(=O)Cc1ccc(NC(=S)N2CCN(c3ccc(OC)cc3)CC2)cc1	-28.1	-0.2
Cc1nn(-c2ccccc2)c(Cl)c1C(=O)N(C)c1nc(-c2ccc(F)cc2)cs1	-23.4	0.9
Cc1occc1C(=O)N/N=C/C1=C(N2CCOCC2)C(=C\c2ccc(Cl)cc2)/CC1	-14.8	44.9
C=CCN(CC=C)C(=O)Cn1cnc([N+](=O)[O-])n1	-21.5	4.2
Cc1ccc(NC(=O)C2(c3cccs3)CCOCC2)cc1C	-6.1	0.7
CC1(C)CC(=O)c2cc3c(nc2C1)CC(C)(C)CC3=O	-9.6	3.5
CCOC(=O)C(Cc1ccccc1)C(=O)Nc1ccc(N(CC)CC)cc1 (centres undefined)	30.6	2.8
COc1ccc(S(=O)(=O)N2CCCCC2)cc1NC(=O)CSc1ncnc2ccccc12	14.2	11.6
COC(=O)c1c(NC(=O)CSc2nc3ccccc3c(=O)n2Cc2ccco2)sc(C)c1C	-10.4	8.8
O=C(CSCc1cccc(Cl)c1)Nc1ccccc1-c1ccccc1	-20.1	-3.6
CCOC(=O)c1c(NC(=O)c2cc3n(n2)C(C(F)(F)F)CC(c2cccs2)N3)sc(C)c1C (centres undefined)	-3.6	74.3
Cn1c(CC(=O)Nc2ccc(F)cc2)c(Sc2ccccc2)c2ccccc21	25.3	15.7
CCONC(=O)Nc1ccccc1	-6.7	6.7
O=C(Nc1ccc2nc3ccccc3nc2c1)c1ccc(Br)cc1	20.8	43.6
Cc1cc(OCCN2CCOCC2)ccc1[N+](=O)[O-]	7.9	4.4
CCOP(=O)(OCC)C(NC(=O)Nc1ccc(Cl)cc1)C(=O)N(CC)CC (centres undefined)	-20.3	-4.4
CC1Cc2ccccc2N1C(=O)CSc1nc2ccccc2s1 (centres undefined)	2.6	-0.4

# Profiles, quoted from the list. Screens in order: Mac1 fbg inh	CD11b adhes enh
# CCN(CC)c1ccc(/C=N/NS(=O)(=O)c2cccc([N+](=O)[O-])c2)cc1 across the screens: 3.1	3.8
# COc1ccc(C(CC(=O)O)NC(=O)c2sc3ccccc3c2Cl)cc1 (centres undefined) across the screens: 47.1	-0.9

# Remaining list, next part
mol	Mac1 fbg inh	CD11b adhes enh
Cc1ccc(CNC(=O)COC(=O)c2ccc(Cl)c(N)c2)cc1	14.0	0.4
COc1ccc2[nH]c(=O)c(CN(Cc3cccs3)C(=S)Nc3cccc(C)c3)cc2c1	33.6	-3.2
CC(C(=O)NC1CCCc2ccccc21)N1CCN(c2ccc(F)cc2)CC1 (centres undefined)	24.5	-3.4
Cc1cc(Nc2nc(Cl)c(Cl)cc2Cl)n(-c2ccccc2)n1	15.5	0.0
COc1ccc(/C=N/Nc2cc(OC)ncn2)cc1	18.6	0.8
CCCCCCC(=O)N/N=C/c1ccco1	-7.3	9.7
CN(C)c1ccc(N=Nc2ccccc2C(=O)OCC(=O)NC2CCCC2)cc1	17.4	0.7
COC(=O)c1[nH]c2ccc(Cl)cc2c1NC(=O)c1ccccc1[N+](=O)[O-]	-4.2	10.3
COCCOc1ccc(C(F)(F)F)cc1NC(=O)c1ccc(C(F)(F)F)cc1	-5.0	0.0
Cc1cc(NC(=O)CSc2cc(Cl)ccc2Cl)n(-c2ccccc2)n1	19.0	-2.6
CCCCn1c(/C=N/Nc2nc3ccccc3[nH]2)nc2ccccc21	14.5	2.5
COc1ccc(CC(=O)OCC(=O)NCCc2ccccc2)cc1OC	4.7	0.8
Cc1ccc(NC(=O)c2cn(CCC#N)nc2-c2cccs2)c([N+](=O)[O-])c1	14.2	0.3
CCOC(=O)c1sc2ccccc2c1OC(=O)c1ccc(C)cc1	-9.1	17.3
C/C(Cn1nc([N+](=O)[O-])cc1C)=N\NC(=O)COc1c(Cl)cc(Cl)cc1Cl	10.3	12.2
COc1cccc2cc(C(=O)Oc3ccc(NC(C)=O)cc3)c(=O)oc12	16.8	0.6
Cc1cc(NC(=O)/C=C/c2ccccc2Cl)n(-c2nc3ccccc3[nH]2)n1	76.1	-3.8
Cc1ccc(OCC(=O)N(Cc2ccccc2)C2CCS(=O)(=O)C2)c([N+](=O)[O-])n1 (centres undefined)	0.1	0.6
O=C(Nc1ccc2c(c1)OCCO2)c1coc2ccccc2c1=O	51.7*	-6.3
Cc1sc2ncnc(Sc3ccccc3C(=O)Nc3ccccc3Cl)c2c1C	13.7	2.1
Cc1ccc(S(=O)(=O)N2CCN(c3ccc([N+](=O)[O-])c(Sc4nncn4C)c3)CC2)cc1	-8.0	11.3
CC(C)(C)c1ccc(C(=O)NC(=S)Nc2sc3c(c2C#N)CCC3)cc1	27.2	-5.5
Cc1ccccc1-n1c(SCC(=O)Nc2ccccc2)nc2nc3c(cc2c1=O)CCCC3	-24.4	-0.7
CC(C)(C)c1ccc(OCc2ccc(C(=O)N/N=C3\CC4CC=CC34)cc2)cc1 (centres undefined)	42.4	5.5
Brc1ccc(OCc2nnc(SCC3CCCCC3)o2)cc1	32.3	4.8
CC(/C=N/Nc1nncc(=O)[nH]1)=C\c1ccccc1	-4.2	8.3
COc1ccc(CCNC(=O)c2ccc(CNS(=O)(=O)c3cccc(Cl)c3)cc2)cc1OC	26.0	-1.5
CCCc1cc2c(cc1NC(=O)c1ccc(C(C)(C)C)cc1)OCO2	17.1	-1.7
C/C(=N/NC(=O)c1cc(-c2cccc([N+](=O)[O-])c2)n[nH]1)c1ccc(Cl)cc1	-18.4	-1.6
COCCCNC(=S)NNC(=O)Cn1nc(C)c(Br)c1C	-1.8	-3.2
FC(F)Oc1ccc(NC(=S)NCc2ccccc2)cc1	21.6	-3.0
COc1cc(CNCc2ccccn2)ccc1OCC(=O)NC(C)(C)C	3.0	1.0
O=C(CNC(=O)Cc1ccccc1)N=Nc1c(O)n(Cc2ccc3c(c2)OCO3)c2ccccc12	-2.0	62.4
O=C(CNC(=O)c1ccccc1Cl)N/N=C/c1ccc([N+](=O)[O-])s1	-3.2	6.8
O=C(c1ccccc1)c1ccc(OCC(O)CNC2CCCc3ccccc32)cc1 (centres undefined)	36.6	1.1
COc1ccc(OC)c(NC(=O)COC(=O)Cc2ccc(-c3ccccc3)cc2)c1	8.3	12.4
CCn1c(SCC(=O)Nc2ncc(C(F)(F)F)cc2Cl)nnc1-c1cccc(C)c1	7.1	2.2
COc1ccccc1-c1nc2cc3ccccc3cc2nc1-c1ccccc1OC	6.1	-1.4
COc1ccc(C(=O)CSc2nc3ccc([N+](=O)[O-])cc3[nH]2)cc1	-5.4	-0.8
COC(=O)C/C(C)=N/Nc1ccc(S(=O)(=O)N2CCCC2)cc1[N+](=O)[O-]	14.2	4.2
COCCCNC(=O)Cn1cc(/C=C(\C#N)C(=O)N2CCN(c3ccccc3)CC2)c2ccccc21	21.8	0.0
O=C(COC(=O)CSc1cccc2cccc(Cl)c12)Nc1ncc(C(F)(F)F)cc1Cl	26.7	6.2
CNC(=O)COC(=O)/C=C/c1c(C)nn(-c2ccccc2)c1C	-8.5	2.8
O=C(Cn1ncc(Cl)c(Cl)c1=O)N1CCN(S(=O)(=O)c2ccc3ccccc3c2)CC1	-24.4	26.7
N#Cc1ccc(N2Cc3ccccc3C2=NC(=O)c2cccs2)cc1	3.5	1.3
CC(=O)c1cccc(NC(=O)CSC(=O)c2ccccc2)c1	1.2	4.0
Cc1cccc(-n2c(C)cc(/C=N/NC(N)=S)c2C)c1	-2.3	-1.9
COc1ccc(N2Cc3ccccc3C2=NC(=O)c2cccc([N+](=O)[O-])c2)cc1	1.9	5.3
COc1ccccc1N1CC(C(=O)Nc2nnc(SCc3ccccn3)s2)CC1=O (centres undefined)	15.1	2.7
CCNC(=S)N/N=C/c1cc(C)ccc1C	-7.2	-0.8
Cc1ccc(COc2cccc3c2CCN(Cc2ccc(F)cc2)C3=O)cc1	101.2	-16.8
COc1ccc(/C=C/C(=O)Nc2ccc(-n3nncc3-c3ccc(OC)c(OC)c3)cc2)cc1OC	5.4	32.2
Cc1ccc(NC(=O)c2ccc(COc3ccc4c(c3)CCC4)cc2)c(C)c1	-10.2	68.9
COc1ccc(C2=C(Nc3ccccc3)c3ccccc3C2=O)cc1	0.9	-1.3
Cc1ccc(CNC(=O)COc2ccc(C(=O)c3ccc(F)cc3)cc2)cc1	4.5	0.9
O=C(C[n+]1cc(-c2ccc(Cl)c(Cl)c2)n2c1CCC2)N1c2ccccc2Sc2ccccc21	36.3	2.1
O=C(NC(Cc1ccccc1)c1nc2ccccc2[nH]1)c1ccc(Cl)c([N+](=O)[O-])c1 (centres undefined)	-34.6	-4.0
COc1ccc(-c2nc3c(c4nnc(SC(C)C(=O)Nc5ccc(C)cc5)n24)COC(C)(C)C3)cc1 (centres undefined)	-3.3	9.9
Cc1cc(C)cc(C(=O)NC(=S)Nc2ccc(-c3cc4ccccc4oc3=O)cc2)c1	1.2	19.2
OC(CNCc1ccccn1)c1ccccc1 (centres undefined)	2.1	-5.4

# Looked up by compound from the list above, two records:
mol	Mac1 fbg inh	CD11b adhes enh
CCNC(=S)N/N=C/c1cc(C)ccc1C	-7.2	-0.8
COC(=O)C/C(C)=N/Nc1ccc(S(=O)(=O)N2CCCC2)cc1[N+](=O)[O-]	14.2	4.2

# (further entries)
mol	Mac1 fbg inh	CD11b adhes enh
COc1ccc(C(NC(C)=O)c2c(O)ccc3ccccc23)cc1OC (centres undefined)	11.0	2.1
O=C(COC(=O)c1ccc(Cl)cc1O)Nc1cccnc1Cl	-15.4	1.3
Cc1ccc(S(=O)(=O)N2CCOCC2)cc1NC(=O)CSc1cccc[n+]1[O-]	-10.6	1.8
COc1ccc(/C=C2/SC(=O)N(CCC(=O)Nc3ccccc3)C2=O)cc1OC	12.8	36.3
Cc1ccc(OCC(=O)NC2CCCc3ccccc32)c(C)c1 (centres undefined)	-1.7	-0.2
CCc1cc2c3c(c1)C1(C(=O)N3C(C)(C)CC2C)C(C#N)=C(N)N2C(=C1C#N)Nc1ccccc12 (centres undefined)	0.9	-4.0
Cc1ccccc1NC(=O)CSc1ccc(-c2ccco2)nn1	2.4	2.8
CC(=O)c1c(C)[nH]c(C(=O)COC(=O)c2ccc3c(=O)n4c(nc3c2)CCC4)c1C	19.4	-6.3
Cc1cccc(NC2=C(NC(=O)c3ccccc3)C(=O)c3ccccc3C2=O)c1	-0.1	5.4
C=CCn1c(CSCc2ccccc2)nnc1SCC(=O)N1CCN(c2ccccc2)CC1	27.5	0.2
CCNc1nc(NOC)nc(OCC#N)n1	-5.0	5.8
Cc1ccc(S(=O)(=O)N2CCN(c3ccc([N+](=O)[O-])c(NCCN4CCOCC4)c3)CC2)cc1	2.1	8.1
COc1ccc(NC(=S)NNC(=O)COc2ccc(Cl)cc2Cl)cc1	9.6	-2.0
O=C(COC(=O)Cc1cccc(C(F)(F)F)c1)Nc1cccc2ccccc12	-3.9	10.9
CC(SCc1ccccc1)C(=O)Nc1ccccc1-c1ccccc1 (centres undefined)	-27.5	-3.3
O=C(NC1CCCCC1)N(C1=NCCCCC1)c1ccc(Br)cc1	25.3	1.5
CCCOP(=O)(c1ccc(N(C)C)cc1)C(Nc1ccccc1)c1ccc(N(C)C)cc1 (centres undefined)	36.2	6.9
Cc1cc(C)nc(N/N=C/c2ccccc2OCc2ccc(Cl)cc2)n1	8.5	-5.4
COc1ccccc1-c1c(C(F)(F)F)oc2cc(OCC(=O)Nc3ccccc3C(F)(F)F)ccc2c1=O	-0.1	1.4
O=C(CSc1nnc(SCc2ccccc2Cl)s1)N/N=C/c1c[nH]c2ccccc12	91.2	4.0
COCCn1c(SCC(=O)NNC(=O)c2ccccc2)nc2ccccc2c1=O	-0.2	-0.9
Cc1ccc(-c2nnc(SCC(=O)NC(=O)Nc3ccc(C)cc3C)n2N)cc1	-10.1	0.3
CCn1cc(C(=O)O)c(=O)c2cc(F)c(N3CCN(S(=O)(=O)c4ccc(NC(C)=O)cc4)CC3)cc21	-2.0	4.4
Cc1ccc(-n2[nH]c(C)c(C=Nc3ccc(S(=O)(=O)N4CCOCC4)cc3)c2=O)c(C)c1	-17.7	0.1
S=C(NCc1cccs1)Nc1cccc(Cl)c1Cl	2.7	-2.3
